INS promoter inh: TRM-6 insulin promoter activity inhibition | TRM-6 cells (human fetal islet line), insulin promoter-eGFP reporter, imaging; reporter expression induced with tamoxifen | inhibition, % at 2 µM | actives 0.9% (n = 130,000);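 active means inhibition above the mean plus 3 SD, with well images judged a real hit on visual review, cut at about 60% in these data, passing the limit was not always enough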
SDO1 yeast rescue: compounds rescuing growth of sdo1-depleted yeast, bone marrow failure model. S. cerevisiae sdo1-depleted JHY4D growth rescue, OD600 30 h; stronger effect = higher value; pdr5 snq2 efflux-pump mutant strain. z-score at 10 µM. actives 0.21% (n = 140,000);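 active means z-score above 3 at both the 24 hr and the 30 hr optical density reads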;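 further: z-score against mean and SD of all compound wells on the same plate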
SDO1 yeast rescue Rescue 24 h: second read-out of SDO1 yeast rescue, no call of its own (marks repeat the call); z-score; S. cerevisiae sdo1-depleted JHY4D growth rescue, OD600; measured here: growth rescue at 24 h;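 0 is the plate mean of compound wells and units are plate SD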
The depositor's hits bear a star; i = inactive; / = no result given; & = joins results of further samples.

SMILES	INS promoter inh	SDO1 yeast rescue	SDO1 yeast rescue Rescue 24 h
CC(C)=Nc1ccccc1C1COC(=O)C1=N (stereo not drawn)	7.7	-0.13	-0.64
NC(=O)c1ccc(-n2nnnc2Oc2ccc(Br)cc2)cc1	58.3	/	/
O=C(Nc1ccc2c(c1)OCO2)Nc1ccc(Cl)cc1Cl	/	-0.28	0.98
O=C1C(Cl)=C(NCCN2CCCCC2)C(=O)c2ccccc21	i	/	/
O=C(N/N=C/c1ccc(OCC(=O)N2CCCCC2)cc1)c1ccccc1	/	0.75	-0.29
Cc1n[nH]c(C)c1S(=O)(=O)N1CCN(c2ccccn2)CC1	31.0	0.88	0.67
O=C(Nc1ccc(N2CCOCC2)cc1)c1ccc(-c2ccccc2[N+](=O)[O-])o1	29.4	/	/
Cc1ccc(C(=O)Nc2ncc(Cc3ccc(F)cc3)s2)o1	/	-1.82	-1.95
Cc1ccc(-n2c(SCC(=O)Nc3cccc(S(=O)(=O)NC4=NCCCCC4)c3)nc3ccccc3c2=O)cc1C	/	0.44	0.68
O=C(Cc1ccccc1)Nc1ccc(C(=O)NCC2COc3ccccc3O2)cc1 (stereo not drawn)	55.9	0.6	-0.85
CCN(CC)S(=O)(=O)c1ccc(N2CCCC2)c(NS(=O)(=O)c2ccc(F)cc2)c1	-2.8	-0.77	-0.96
CCOc1ccc2c(c1)sc(N)[n+]2Cc1cc(C)cc2cccnc12	/	-0.15	-0.55
Cn1c(SCC(=O)Nc2ccccc2)nnc1C(F)(F)F	-42.9	/	/
CC(C)CN1CCN(Cc2cccn2-c2cccnc2)CC1CCO (stereo not drawn)	-26.7	/	/
OCC1(Cc2ccccc2)CCCN(Cc2cnn(-c3ccccc3)c2)C1 (stereo not drawn)	-5.6	/	/
C/C(N)=C(/C#N)C(=O)CSc1nnc(Nc2ccccc2)s1	-45.5	/	/
CC(C)N(C(=O)c1ccc(C(=O)Nc2ccc([N+](=O)[O-])cc2)cc1)C(C)C	11.8	/	/
COc1cc(/C=N/n2nnnc2Nc2ccccc2)cc(OC)c1OC	36.4	-0.99	-0.86
COc1ccc(/C=C2\SC(=S)N(CC(=O)OCC(=O)Nc3ccc([N+](=O)[O-])cc3OC)C2=O)cc1	5.9	/	/
COc1ccc(NCCNc2ccc(OC)cc2)cc1	/	0.55	-0.55
Cc1ccc(NC(=O)c2cccc(NC(=O)/C=C/c3ccco3)c2)cc1C	/	-0.62	-0.98
CC(=O)Nc1ccccc1C(=O)C(=O)Nc1ccc(F)cc1	-4.4	0.45	0.12
S=C(NCc1ccccc1Cl)Nc1ccccc1Cl	-11.8	/	/
O=C(c1ccco1)N1CCN(c2ccc(Cl)cc2)CC1	0.0	2.08	4.79
CCCCCCc1nnc(NC(=O)OCC)s1	/	-0.2	-0.32
CCN(CC)CCN1C2=C(C(=O)CC(C)(C)C2)C(c2cccc(F)c2)C2=C1CC(C)(C)CC2=O	-140.0	/	/
NC(=O)C[C@@H]1NC(=O)CNC(=O)c2cc([N+](=O)[O-])cc(I)c2NCCC(C(N)=O)NC1=O (stereo partly drawn)	9.1	1.08	0.51
COC(=O)c1c(NC(=O)c2nc3ccccc3s2)sc2c1CCN(C(C)=O)C2	/	-0.39	0.28
Cc1ccc(N2C(=O)C3C(C2=O)N2C(c4cccs4)C4C(=O)N(c5ccc(C)cc5)C(=O)C4N2C3c2cccs2)cc1 (stereo not drawn)	/	-0.33	0.02
COc1cc2cc(C(c3nnnn3C(C)(C)C)N3CCc4ccccc4C3)c(=O)[nH]c2cc1OC (stereo not drawn)	/	0.02	0.13

In another format: entries from further up.
structure,INS promoter inh,SDO1 yeast rescue,SDO1 yeast rescue Rescue 24 h
Cc1ccc(NC(=O)c2cccc(NC(=O)/C=C/c3ccco3)c2)cc1C,/,-0.62,-0.98
CC(=O)Nc1ccccc1C(=O)C(=O)Nc1ccc(F)cc1,-4.4,0.45,0.12

(cont.)
SMILES	INS promoter inh	SDO1 yeast rescue	SDO1 yeast rescue Rescue 24 h
O=C(CSc1ccc2nnc(-c3ccccn3)n2n1)N1CCN(c2ccccc2)CC1	/	-0.12	-0.76
CC(=O)Nn1cnc2c(c1=O)C1(CCCCC1)Cc1ccccc1-2	-28.6	-0.72	-0.02
COc1ccc(NS(=O)(=O)c2cc(NC(=O)c3cccc(OCc4c(C)noc4C)c3)ccc2OC)cc1	0.0	0.4	0.45
c1ccc(-c2noc(C34CC5CC(CC(C5)C3)C4)n2)cc1	-17.1	-0.06	-0.1
O=C(Cc1ccccc1Cl)NNC(=O)Nc1ccccc1	-16.7	0.47	0.66
CC(C)c1ccc(NS(=O)(=O)c2ccc3[nH]cc(C(=O)N4CCC(C(N)=O)CC4)c(=O)c3c2)cc1	/	0.45	0.01
CC(Cl)C(=O)c1c(N)n(C)c(=O)n(C)c1=O (stereo not drawn)	5.4	-0.17	-0.89
COc1ccc2[nH]c(=O)c(CN(C)C(=O)C3CCCCC3)cc2c1	/	-0.39	-0.76
O=C(c1cccn(Cc2ccc(C(F)(F)F)cc2)c1=O)N1CCOCC1	-58.8	/	/
O=C(c1ccc(F)cc1)N1CCN(c2cc(=O)[nH]nc2-c2ccccc2)CC1	50.0	0.84	0.14
Cc1c(F)cccc1NC(=O)CSCC(=O)Nc1ccccc1	/	1.07	1.19
CC(C)N1C(=O)S/C(=C/c2ccc(Sc3nc4ccccc4[nH]3)o2)C1=O	-37.8	-0.85	-0.54
CC1CN(C(=O)C(Sc2ccccc2)c2ccccc2)CC(C)O1 (stereo not drawn)	/	0.17	0.23
COC(=O)c1[nH]nc(C(=O)OC(C)(C)C)c1-c1ccccc1	8.3	-0.52	-0.56
c1ccc(N2CCN(c3ncccn3)CC2)cc1	-14.6	0.79&2	0.66&2.07
Cc1cc(C)c(C#N)c(SCc2ccccc2C)n1	16.7	-0.81	-0.67
COC(=O)c1ccc(C(=O)OC)c(NC(=O)CS(=O)(=O)Cc2ccccc2)c1	-29.0	1.05	-0.03
O=C1c2ccccc2C(=O)N1Cc1ccc2c(c1)OCO2	69.0	0.85	1.03
CC1(C)Cc2c(c(-c3ccccc3)[nH]c(=O)c2C#N)CO1	/	0.48	0.03
CCOC(=O)N1CCC(N(CCN(C)C)C(=S)Nc2ccccc2C)CC1	-3.3	0.38	0.28
CNS(=O)(=O)c1cnccc1N1CCN(c2cccc(C(F)(F)F)c2)CC1	-52.6	-0.14	-0.04
C/C(=N\NC(=O)C(C)n1nc(C)c([N+](=O)[O-])c1C)c1ccccc1O (stereo not drawn)	56.2	1	0.46
CCCCn1c(=O)[nH]c(=O)c2c1nc(-c1cc3c(cc1Br)OCO3)n2C	25.0	/	/
C[C@H]1CC[C@H]2C(=O)N[C@H](Cc3ccccc3)C(=O)N2[C@@H]1c1ccccc1	28.6	-0.23	-0.76
Cc1csc(NC(=O)C2CCCN(S(=O)(=O)c3ccc4c(c3)oc(=O)n4C)C2)n1 (stereo not drawn)	/	1.46	1.15
Cc1cc(C)n(-c2nc(C)nc3sc4c(c23)CCC(C)C4)n1 (stereo not drawn)	-1.3	-0.66	-0.12
CCC(=O)Oc1ccc(C(=O)Nc2c[nH]c(=O)[nH]c2=O)cc1	17.6	0.58	-0.69
Cc1cc(C)nc(CC(N)=O)n1	10.5	-0.55	-1.34
COc1cc(C(=O)Nc2nc(-c3cc(C)ccc3C)c(C)s2)ccc1OCC(=O)Nc1ccc(F)cc1	/	-0.11	0.29
CN(C1=C(N2CCOCC2)C(=O)c2ccccc2C1=O)c1ccccc1	5.6	-0.13	0.48
O=C1CCC(=O)N1c1ccc(NCCc2cccc(F)c2)c([N+](=O)[O-])c1	5.9	/	/
CNc1nc2c(C)cccn2c(=O)c1C=NCc1ccccc1	-42.5	0.12	0.08
CCCc1cc(C(=O)Nc2sc(C(C)=O)c(C)c2C(=O)OCC)no1	/	-1.54	-0.78
COc1ccc(N2C(=O)C3C4C=CC(C4)C3C2=O)nn1 (stereo not drawn)	61.3	0.44	1.7
CCc1cc2c(=O)c(-c3nc4ccccc4n3C)c(C(C)C)oc2c(CN2CCN(C)CC2)c1O	0.0	-0.44	-0.65
O=C1c2cccc(Cl)c2C(=O)c2c1cccc2N1CCCC1	-44.4	/	/
C/C(CCC(C)C)=N\NC(=O)COc1ccccc1-c1ccccc1	-433.3	/	/
COc1ccc(CC(=O)N2N=C(C)CC2(O)c2cccnc2)cc1OC (stereo not drawn)	26.7	0.43	-0.38
Cc1cc([N+](=O)[O-])cc2c1NC(=O)C2(O)N1CCOCC1 (stereo not drawn)	47.1	/	/
CCN1CCCC1CNC(=O)Cn1cnc2ccc(S(=O)(=O)N3CCC(C)CC3)cc2c1=O (stereo not drawn)	/	-0.92	-0.34
Cc1ccccc1CSCCNC(=O)CSCc1ccc([N+](=O)[O-])cc1	-27.6	-0.52	-0.16
CO/N=C\CC(=O)Nc1ccc(Cl)cc1Cl	16.7	/	/
COC(=O)C1=C(N)OC2=C(C(=O)CC(C)(C)C2)C1c1ccoc1 (stereo not drawn)	/	-0.25	-0.87
N#C/C=C1\Sc2ccccc2C(=O)N1CC(=O)N1CCN(S(=O)(=O)c2ccccc2)CC1	30.4	0.14	-0.33
COc1cccc(N2CC(C(=O)Nc3c(C)cccc3C)CC2=O)c1 (stereo not drawn)	-362.5	-0.01	-0.31
CCCCOC(=O)Nc1cc(C(=O)OC)ccc1C(=O)OC	65.2*	-0.83	-0.51
O=C(Nc1ccc2c(c1)OCO2)c1ccc2c(c1)OCO2	-25.8	1.28	1.31
O=C1C2C(C(=O)N1Cc1ccco1)C1C=CC2C12CC2 (stereo not drawn)	-13.2	1.54	1.65
Cc1cccc(NCc2ccccc2O)c1C	42.9	1.37	0.53
CC1CCCN(CC(O)COc2ccc(Cl)cc2)C1 (stereo not drawn)	/	-0.04	-0.33
Remaining list, next part
SMILES	INS promoter inh	SDO1 yeast rescue	SDO1 yeast rescue Rescue 24 h
O=[N+]([O-])c1ccc(N/N=C/c2cn(-c3ccccc3)nc2-c2ccccc2)cc1	-95.8	-1.65	-0.35
C/C(=N\O)c1ccc2[nH]ccc2c1	/	0.72	0.88
Cc1noc(C)c1COC(=O)Cc1ccc(Cl)c(Cl)c1	8.3	0.48	0.73
O=C(CNC(=O)c1cccc(F)c1)N/N=C/c1ccc([N+](=O)[O-])s1	-7.1	/	/
N#CC(C#N)=C1C=CC=CN1/C(=C\c1ccccc1Cl)C(=O)c1ccccc1	-261.1	-2.28	-1.5
COc1ccc(C(=O)N/N=C(\Cc2ncc[nH]2)c2ccccc2)cc1	-50.0	/	/
Cc1ccc(S(=O)(=O)O)c(C)c1N1CCCC1=O	2.7	0.52	0.1
CCc1ccccc1N1CSC2=C(C#N)C(c3ccccc3F)CC(=O)N2C1 (stereo not drawn)	/	0.63	-0.04
OC[C@H]1O[C@@H](n2cnc3c(NC4CCCC4)ncnc32)[C@H](O)[C@@H]1O	38.1	0.6	0.17
O=S(=O)(c1ccc(N2CCC(c3ccc(Cl)cc3)=N2)cc1)N(CCO)CCO	-64.3	-0.51	-0.45
Cc1ccc(NC(=O)c2cc3c(=O)oc4ccccc4c3s2)nc1	33.3	-1.04	-0.77
O=C(CSc1nc2ccc([N+](=O)[O-])cc2[nH]1)c1ccc(Cl)cc1	3.7	0.15	0.91
Cc1ccc(Cn2c(SCc3cccnc3)nc3c2c(=O)n(C)c(=O)n3C)cc1	42.9	0.42	2.34
CC(C)[C@H](NC(=O)c1ccccc1)C(=O)OCC(=O)c1ccc2c(c1)NC(=O)CO2	/	-0.06	-0.47
CNC(=O)/C(=N\O)c1ccccc1	8.8	0.41	0.48
CN1CCN(NC(=O)c2cc([N+](=O)[O-])cc([N+](=O)[O-])c2)CC1	/	0.19	0.12
CN(C)c1ccc(/C(=N\O)c2ccccc2)cc1	-35.0	-0.37	-0.97
CCCCN1C(=O)C(O)(CC(=O)c2ccccn2)c2ccccc21 (stereo not drawn)	16.7	/	/
Cc1cccc(NC(=O)c2cc3cc([N+](=O)[O-])ccc3s2)n1	8.6	/	/
O=C(/C=C/c1ccc(S(=O)(=O)N2CCOCC2)cc1)NC(=S)Nc1ccc(N2CCOCC2)cc1	-42.9	0.32	0.74
Cc1cc(C(=O)CN2C(=O)NC(C)(CC(C)C)C2=O)c(C)n1-c1ccc2c(c1)OCO2 (stereo not drawn)	/	-0.63	-0.51
CC(=O)c1cc(CN2CCC(N3CCC(C(=O)NC(C)C)CC3)CC2)cs1	13.0	/	/
CC1CN(C(=O)/C=C/c2cccc([N+](=O)[O-])c2)CC(C)O1 (stereo not drawn)	-66.7	/	/
CC1(C)SC2C(NC(=O)COc3ccccc3)C(=O)N2C1C(=O)O (stereo not drawn)	-7.3	/	/

No new results follow: an excerpt of the list.
SMILES	INS promoter inh	SDO1 yeast rescue	SDO1 yeast rescue Rescue 24 h
CC(C)=Nc1ccccc1C1COC(=O)C1=N (stereo not drawn)	7.7	-0.13	-0.64
NC(=O)c1ccc(-n2nnnc2Oc2ccc(Br)cc2)cc1	58.3	/	/

Structural class: the compounds so far containing a cyano group.
SMILES	INS promoter inh	SDO1 yeast rescue	SDO1 yeast rescue Rescue 24 h
C/C(N)=C(/C#N)C(=O)CSc1nnc(Nc2ccccc2)s1	-45.5	/	/
Cc1cc(C)c(C#N)c(SCc2ccccc2C)n1	16.7	-0.81	-0.67
CC1(C)Cc2c(c(-c3ccccc3)[nH]c(=O)c2C#N)CO1	/	0.48	0.03
N#C/C=C1\Sc2ccccc2C(=O)N1CC(=O)N1CCN(S(=O)(=O)c2ccccc2)CC1	30.4	0.14	-0.33
N#CC(C#N)=C1C=CC=CN1/C(=C\c1ccccc1Cl)C(=O)c1ccccc1	-261.1	-2.28	-1.5
CCc1ccccc1N1CSC2=C(C#N)C(c3ccccc3F)CC(=O)N2C1 (stereo not drawn)	/	0.63	-0.04
